Screening data: PubChem, National Center for Advancing Translational Sciences (NCATS)
USP1 inh – blocks the human USP1/UAF1 deubiquitinase complex; 390,000 compounds, 0.23% hits; Potency, µM (series often up to 57.1 µM), inactives show at the top dose activity change, negative = inhibition, actives largely listed as inhibitors; AID 743255; recombinant USP1/UAF1, Ub-Rhodamine cleavage fluorescence; also: % is scaled to controls: 0 for no effect and ±100 for the full control effect; nearly all actives have a fitted effect of over 60% in size; inactives centre near -12
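High-throughput fluorogenic screen: 1nM USP1/UAF1 complex, Ub-Rho substrate 150nM final, 50mM HEPES pH 7.8 with 0.5mM EDTA, 0.1 mg/ml BSA, 1mM TCEP and 0.01% Tween-20.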
RXFP1 ag – agonists of human relaxin receptor RXFP1 | 370,000 compounds, 0.3% hits | Potency, µM (top dose mostly 57.5 µM), for inactives: top-dose activation, usual class: activators | HEK293T-RXFP1 cAMP TR-FRET, 30 min; response scale: percent of porcine relaxin response, buffer zero | Q9HBX9; also: % is scaled to controls: 0 for no effect and ±100 for the full control effect; nearly all actives have a fitted effect of over 60% in size; many of its hits are not listed in these tables
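HEK293T cells stably expressing RXFP1 were pretreated with the PDE4 inhibitor Ro 20174, exposed to compounds for 30 min at 37C, lysed, and cAMP was read by TR-FRET. Data normalized to buffer (basal) and 29 nM porcine relaxin (100%).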
mIDH1 inhibitor – inhibitors of human mutant IDH1 R132H | O75874 | AID 602179 | 390,000 compounds, 0.093% hits | IDH1-R132H enzyme, NADPH consumption, diaphorase/resazurin fluorescence | Potency, µM (doses to about 76.6 µM), for inactives: at the top dose activity change, negative = inhibition, most hits filed as inhibitors; also: % is scaled to controls: 0 for no effect and ±100 for the full control effect; nearly all actives have a fitted effect of over 65% in size
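IDH1-R132H (0.5 ug/mL dispensed) in pH 7.5 Tris buffer was preincubated 30 min with compound, then given a substrate mix of 0.016 mM NADPH and 2 mM alpha-KG for 80 min at room temperature; remaining NADPH was read by diaphorase/resazurin fluorescence.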
Vif-APOBEC3G blk – Vif-A3G binding inhibition; Potency, µM (doses to about 46.1 µM), without a hit: top-dose activity, negative = active, usual class: inhibitors; HeLa A3G-eYFP + Vif (tagged APOBEC3G with the HIV-1 protein that degrades it), YFP fluorescence, overnight; 410,000 compounds, 0.076% hits;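 also: % is scaled to controls: 0 for no effect and ±100 for the full control effect; nearly all actives have a fitted effect of over 60% in size; hits raise eYFP signal because A3G escapes Vif-driven loss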
Target sequence (Q9HC16 whole entry, looked up): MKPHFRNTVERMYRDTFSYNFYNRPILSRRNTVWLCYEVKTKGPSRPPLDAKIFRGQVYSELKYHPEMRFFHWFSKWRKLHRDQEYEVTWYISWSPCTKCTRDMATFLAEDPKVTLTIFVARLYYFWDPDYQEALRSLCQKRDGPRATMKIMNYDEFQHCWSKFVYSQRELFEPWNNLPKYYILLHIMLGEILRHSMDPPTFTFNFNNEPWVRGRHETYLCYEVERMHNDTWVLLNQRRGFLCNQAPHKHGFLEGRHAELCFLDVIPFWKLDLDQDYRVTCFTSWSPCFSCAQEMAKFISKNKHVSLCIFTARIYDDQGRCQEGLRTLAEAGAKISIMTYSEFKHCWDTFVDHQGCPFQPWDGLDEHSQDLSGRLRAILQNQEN
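Read-out is eYFP fluorescence (Ex 488/Em 500-530) from Vif-expressing HeLa A3G-eYFP cells; more signal means A3G escaped Vif-mediated degradation. Cells plated overnight, compound pinned in, incubated overnight at 37 deg C.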
ALOX12 inh – ALOX12 (human) lipoxygenase inhibition. AID 1671190. Potency, µM (highest dose often 108 µM), for inactives: top-dose activity change, negative = inhibition, usual class: inhibitors. 580,000 compounds, 1.1% hits. P18054. purified 12hLO, xylenol orange hydroperoxide absorbance; also: % is scaled to controls: 0 for no effect and ±100 for the full control effect
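Purified human 12hLO at 150 nM in 25 mM Hepes, 0.01% Triton X-100, pH 7.0, preincubated 15 min at room temperature with compound. Reaction started with 40 uM arachidonic acid, 30 min at room temperature. Hydroperoxide measured by Fe-xylenol orange, 573/405 nm absorbance ratio.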
TrxR1 substrate – is turned over as a substrate by rat TrxR1; O89049; purified TrxR1 substrate turnover, NADPH consumption readout; Potency, µM (highest dose often 114 µM), for the others: top-dose activity change, negative = substrate turnover; 390,000 compounds, 0.01% hits; also: % is scaled to controls: 0 for no effect and ±100 for the full control effect; nearly all actives have a fitted effect of over 50% in size
Target sequence (O89049 whole entry, looked up): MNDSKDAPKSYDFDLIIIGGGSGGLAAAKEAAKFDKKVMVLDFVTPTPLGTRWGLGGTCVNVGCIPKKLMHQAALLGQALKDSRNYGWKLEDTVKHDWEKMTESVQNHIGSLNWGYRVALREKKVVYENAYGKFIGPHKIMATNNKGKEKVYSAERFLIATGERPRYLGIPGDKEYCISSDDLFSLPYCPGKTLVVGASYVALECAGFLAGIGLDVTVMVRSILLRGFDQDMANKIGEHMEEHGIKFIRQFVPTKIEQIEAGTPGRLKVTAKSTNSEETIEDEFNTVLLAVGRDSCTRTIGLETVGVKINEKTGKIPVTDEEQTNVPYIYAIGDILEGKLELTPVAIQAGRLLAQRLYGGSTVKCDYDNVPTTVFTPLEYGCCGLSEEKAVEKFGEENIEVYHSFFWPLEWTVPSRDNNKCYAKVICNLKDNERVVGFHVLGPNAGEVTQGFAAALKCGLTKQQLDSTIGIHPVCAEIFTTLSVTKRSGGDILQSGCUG
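Rat TrxR1, dispensed at 90 nM, was prereduced with 400 uM NADPH (final) for 5 min at ~22 deg C, then incubated with compound 15 min before 400 uM selenite. A first-read NADPH fluorescence drop versus no-compound background flagged substrates.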
Vif-APOBEC3F blk – Vif-A3F binding inhibition. HeLa A3F-eYFP + Vif (tagged APOBEC3F with the HIV-1 protein that degrades it), YFP fluorescence increase. 390,000 compounds, 0.2% hits. Potency, µM (series often up to 46.1 µM), inactives show at the highest dose activity, negative = active; also: % of control where 0% means no effect; nearly all actives have a fitted effect of over 65% in size
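HeLa cells stably expressing Vif plus C-terminally eYFP-tagged A3F were seeded, incubated overnight at 37 deg C, dosed with compound, incubated overnight again at 37 deg C. Yellow fluorescence (Ex 488/Em 500-530) reported blocked Vif-mediated A3F-eYFP degradation.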
rTrxR1 inhibitor – rat TrxR1 inhibition. O89049. recombinant rTrxR1, NADPH fluorescence consumption, selenite substrate. Potency, µM (titrated, usually from 114 µM), without a hit: at the highest dose activity change, negative = inhibition, hits mostly inhibitors. 390,000 compounds, 1% hits; also: % is scaled to controls: 0 for no effect and ±100 for the full control effect; nearly all actives have a fitted effect of over 65% in size
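Rat TrxR1 (90 nM in the dispensed reagent) was pre-reduced with 400 uM NADPH for 5 min at room temperature, then incubated with compound for 15 min. After 400 uM selenite was added, NADPH fluorescence (Ex 340/Em 450 nm) was followed for 8 min.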
RGS4 inh – blocks human RGS4-accelerated GTP hydrolysis. Transcreener GDP fluorescence polarization, RGS4-accelerated GTP hydrolysis. Potency, µM (series often up to 114 µM), for the others: top-dose activity change, negative = inhibition, usual class: inhibitors. 390,000 compounds, 0.039% hits. AID 504845; also: % is scaled to controls: 0 for no effect and ±100 for the full control effect; nearly all actives have a fitted effect of over 75% in size; some results filed as inactive show a strong effect at the top dose
Target sequence (P49798 whole entry, looked up): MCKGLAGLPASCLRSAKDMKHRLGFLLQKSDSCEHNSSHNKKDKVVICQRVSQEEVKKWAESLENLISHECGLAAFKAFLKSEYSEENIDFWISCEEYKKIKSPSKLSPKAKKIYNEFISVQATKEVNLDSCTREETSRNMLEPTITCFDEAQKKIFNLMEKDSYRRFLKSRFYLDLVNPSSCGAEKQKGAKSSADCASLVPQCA
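MLSMR compounds (23 nl, pin-transferred) preincubated 10 min at room temperature with a 500nM (2x) first reagent, then RGS4 at 900nM (2x) plus Transcreener GDP mix added; fluorescence polarization (620/688 nm) read before and after 90 min at 30 °C.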
* = called active by the depositor; ? = inconclusive; . = not tested or not shown; [ ] = another dose, or the depositor's remark. Calls follow the shape of the dose curve; as a rule, active = well fitted curve in the direction sought with a large enough effect; inconclusive = small, poorly fitted or top-dose-only effect, or another doubt; inactive = no such curve, though single readings can be large; an effect the other way counts as inactive or inconclusive. Potency is read from the fitted curve at half-maximal effect. An excerpt; count on the stated rates, not on these rows.

SMILES	USP1 inh	RXFP1 ag	mIDH1 inhibitor	Vif-APOBEC3G blk	ALOX12 inh	TrxR1 substrate	Vif-APOBEC3F blk	rTrxR1 inhibitor	RGS4 inh
COc1ccc(NS(=O)(=O)c2cccc(C(=O)N(C)CC(=O)Nc3ccc(C)cc3)c2)cc1	-3%	-0.4%	2%	2%	-5%	-2%	8%	1%	-10%
Cc1cc(C)c(/C=C(\C#N)S(=O)(=O)c2ccccc2)[nH]1	-8%	1.3%	6%	-10%	-9%	6%	?	14%	-11%
C=CCN(Cc1nc(-c2ccc(OC)c(OC)c2)oc1C)C1CCS(=O)(=O)C1 (configuration not stated)	?	-1.5%	13%	0%	3%	6%[11.4 µM]	9%	15%[11.4 µM]	-18%
C=CCC1NS(=O)(=O)OC(COC)C1C (configuration not stated)	21%	-0.5%	5%	9%	6%	11%[57.1 µM]	-3%	27%[57.1 µM]	16%
COCCCNC(=O)Cn1cc2c(n1)CCCCC2	-16%	2.5%	-1%	1%	340%[activator]	14%[57.1 µM]	1%	18%[57.1 µM]	-6%
COc1ccc(CCNS(=O)(=O)c2ccc3c(c2)OCCO3)cc1	-19%	-0.1%	5%	1%	?	-1%	1%	3%	-5%
C=C(C)c1cccc(C(C)(C)NC(=O)N2CCCC(C(N)=O)C2)c1 (configuration not stated)	2%	-0.5%	5%	2%	170%[activator]	4%[57.1 µM]	-3%	-2%[57.1 µM]	17%
Cc1cc(N=Cc2c(O)ccc3ccccc23)no1	-18%	-0.4%	23%	1%	?	3%	-5%	3%	?
COc1ccc(-c2oc3ccc(-c4cc(OC)c(OC)c(OC)c4)cc3c2C#Cc2ccccn2)cc1	?	.	-4%	0%	-29%	169%[activator]	6%	52%[activator]	11%
O=c1cc(C(F)(F)F)nc(-c2ccccc2OC(F)(F)F)[nH]1	-9%	-1.0%	1%	-1%	139%[activator]	2%	10%	12%	-9%
COc1ccccc1-n1cnc2cc(NCc3ccco3)ccc21	-14%	6.8%	-2%	?	0%	1%	-7%	-8%	-32%
Cc1cc(C)cc(NC(=O)c2cc(S(=O)(=O)N3CCOCC3)cn2C)c1	-21%	-2.9%	-6%	1%	-9%	5%	-1%	31%	-8%
COCCOC(=O)C1=C(C)NC(=O)NC1c1cn(-c2ccccc2)nc1-c1ccccc1 (configuration not stated)	-18%	1.6%	3%	-3%	-26%	5%	4%	9%	-12%
c1ccc(COc2cccc(CNCc3ccccn3)c2)cc1	-24%	0.2%	12%	0%	12%	5%	-10%	12%	-12%
COc1ccccc1C(=O)NCCC(=O)Nc1ccncc1	-9%	0.3%	-24%	0%	-12%	-8%	2%	-8%	-1%
COC(=O)c1c(SCC(=O)Nc2ccccc2OC)[nH]c2ccccc2c1=O	-2%	0.3%	?	-2%	-14%	0%[57.1 µM]	3%	21%[57.1 µM]	3%
COc1cc(OC)cc(-c2nc3ccccc3c(=O)n2OC(=O)c2ccc(Br)cc2)c1	-9%	0.1%	0%	0%	-10%	9%[57.1 µM]	7%	9%[57.1 µM]	15%
COc1ccc(C(C(=O)NC(C)(C)C)N(C(=O)CNC(=O)c2cccs2)c2cccnc2)cc1OC (configuration not stated)	0%	1.6%	4%	-1%	16%	1%	-14%	9%	11%
O=C(O)CCn1ccnc1-c1ccccc1	-12%	0.0%	-1%	0%	-16%	13%[57.1 µM]	5%	4%[57.1 µM]	4%
Cc1ccc(N2CC(C(=O)N3CCC(C(=O)NCCCOC(C)C)CC3)CC2=O)cc1 (configuration not stated)	-20%	2.4%	-4%	2%	-8%	6%[0.0914 µM]	6%	16%[57.1 µM]	-18%
Cc1csc(NC(=O)CSc2nnc(-c3ccoc3C)n2C(C)c2ccccc2)n1 (configuration not stated)	-4%	-2.0%	-1%	-1%	0%	5%	-4%	20%	24%[11.4 µM]
O=C(Nc1cccc(Oc2ccc3c(c2)C(=O)NC3=O)c1)c1cccs1	-12%	5.5%	3%	1%	11%	-6%	0%	-8%	-6%
Cc1ccc(N2CCN(CC(O)COc3cccc(C)c3)CC2)cc1 (configuration not stated)	-9%	0.0%	-9%	-7%	-17%	3%[57.1 µM]	0%	5%[57.1 µM]	-24%
O=C(CCN1C(=O)c2ccccc2C1=O)OCn1nnc2ccccc2c1=O	-10%	-1.1%	11%	-2%	1%	-8%	-2%	-8%	-29%[56.9 µM]
COc1cc(OC)nc(Oc2ccccc2C(=O)Oc2ccc(F)cc2Cl)n1	?	-0.5%	5%	-7%	-6%[57.4 µM]	8%	-3%	21%	-22%
COc1ccc(C2(CNS(=O)(=O)c3ccc(C)cc3)CCOCC2)cc1	-7%	-0.3%	0%	-2%	8%	-5%	0%	0%	-9%
CCOC(=O)c1ccc(NC(=O)c2cccc(C)c2[N+](=O)[O-])cc1	-18%	-2.9%	-3%	6%	?	-5%[57.1 µM]	6%	15%[57.1 µM]	-8%
NC(=O)NC(CC(=O)NCCc1ccc(S(N)(=O)=O)cc1)c1ccc(Cl)cc1 (configuration not stated)	-28%	-0.4%	-1%	0%	-21%	0%	0%	-1%	-4%[11.4 µM]
O=C(NNC(=O)c1cccc2ccccc12)c1ccco1	-2%	-2.1%	18%	-1%	-1%	1%	-20%	6%	-36%
CCOC(=O)c1c(S(=O)(=O)N2CCCC(C(=O)NCc3ccc(F)cc3)C2)c(C)n(CC)c1C (configuration not stated)	-25%	2.1%	6%	0%	-12%	1%[57.1 µM]	1%	6%[57.1 µM]	-13%
COc1ccc([N+](=O)[O-])cc1NC(=O)CCCOc1ccccc1	-8%	-0.3%	2%	-5%	-5%	1%	-7%	7%	5%
COc1ccc(CNC(=O)CN2CCC(NC(=O)c3ccccc3C)CC2)cc1	-11%	-0.6%	2%	-3%	3%	7%[57.1 µM]	5%	12%[57.1 µM]	-15%
Cc1nc(Nc2cccc(C(F)(F)F)c2)nc2c1C(=O)CC(C)C2 (configuration not stated)	-6%	?	0%	3%	?	6%[57.1 µM]	-2%	20%[57.1 µM]	9%
NC1=NC(=Nc2cccc(S(=O)(=O)N3CCOCC3)c2)c2ccccc21	-18%	-3.7%	1%	2%	-11%	2%	8%	6%	-6%
CCOC(=O)c1cn(Cc2ccc(Br)cc2)nn1	-12%	0.3%	3%	1%	-18%	5%[57.1 µM]	0%	6%[57.1 µM]	-3%
O=C(Oc1cccc2cccnc12)c1cccc([N+](=O)[O-])c1	1%	1.8%	1%	-22%	?	-7%[57.1 µM]	0%	-4%[57.1 µM]	12%
Cc1ccc(S(=O)(=O)NCCNC(=O)N2CCOCC2)cc1	-14%	2.0%	-4%	-2%	0%	6%	-1%	11%	16%
COc1cc(CC(=O)NCc2ccco2)cc(OC)c1OC	-5%	0.5%	5%	1%	0%	-4%	2%	7%	-13%
O=C(CCc1ccccc1)n1nc(-c2ccccc2)nc1NCc1ccco1	-19%	-3.3%	3%	0%	?	7%	-21%	16%	9%
Cc1sc(NC(=O)c2ccco2)c(C(c2ccncc2)N2CCOCC2)c1C (configuration not stated)	-15%	2.5%	-1%	0%	-22%	-16%	-7%	-21%	5%

Entries of single compounds from above.
Cc1nc(Nc2cccc(C(F)(F)F)c2)nc2c1C(=O)CC(C)C2 (configuration not stated) is listed as USP1 inh: -6%; RXFP1 ag: ?; mIDH1 inhibitor: 0%; Vif-APOBEC3G blk: 3%; ALOX12 inh: ?; TrxR1 substrate: 6%[57.1 µM]; Vif-APOBEC3F blk: -2%; rTrxR1 inhibitor: 20%[57.1 µM]; RGS4 inh: 9%
O=C(CCc1ccccc1)n1nc(-c2ccccc2)nc1NCc1ccco1 is listed as USP1 inh: -19%; RXFP1 ag: -3.3%; mIDH1 inhibitor: 3%; Vif-APOBEC3G blk: 0%; ALOX12 inh: ?; TrxR1 substrate: 7%; Vif-APOBEC3F blk: -21%; rTrxR1 inhibitor: 16%; RGS4 inh: 9%

(further entries)
SMILES	USP1 inh	RXFP1 ag	mIDH1 inhibitor	Vif-APOBEC3G blk	ALOX12 inh	TrxR1 substrate	Vif-APOBEC3F blk	rTrxR1 inhibitor	RGS4 inh
Cc1ccc(C2CCN(C(=O)c3cnn(-c4ccc(C)c(C)c4)c3C3CCN(C(=O)OC(C)(C)C)CC3)C2)cc1 (configuration not stated)	-6%	-0.5%	4%	0%	?	-4%	6%	1%	-21%
Cc1cc(=O)[nH]c(SCC2(O)C3CC4CC(C3)CC2C4)n1 (configuration not stated)	-8%	3.4%	1%	1%	-10%	9%[57.1 µM]	-8%	13%[57.1 µM]	-4%[11.4 µM]
CCN(CC)c1ccc2cc(-c3nc(-c4ccccc4)no3)c(=O)oc2c1	?	0.3%	-3%	-34%	1%	1%[57.1 µM]	?	19%[57.1 µM]	6%
COc1ccc(OCCOCCN2CCN(C)CC2)cc1	-19%	0.4%	1%	-5%	?	-1%	-5%	18%	22%
Nc1cc(Oc2ccc(F)cc2F)cc([N+](=O)[O-])c1	-9%	0.9%	7%	0%	-10%	-2%	3%	28%	-16%
CCN(CC)S(=O)(=O)c1ccc(C)c(N=C=S)c1	2%	2.0%	-4%	-1%	-8%	4%[57.1 µM]	0%	?	-6%
Cc1c(NC(=O)COC(=O)c2cccn2C)c(=O)n(-c2ccccc2)n1C	?	.	0%	0%	-6%	6%[57.1 µM]	1%	3%[2.29 µM]	-2%
